EBV gp42 block: EBV gp42 inhibition. inhibition, % (tested at 21.74 µM). Fluorescence polarization binding assay, mP read-out. AID 1085. 0.42% of 220,000 active; in the data active = inhibition above about 50%
NCF1 inh: p47phox (human) inhibition. p47phox/p22phox peptide binding, fluorescence polarization, 2 h. AID 1274. inhibition, % at 24.7 µM. 0.53% of 220,000 active;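 active = inhibition above about 30%, limit read from the data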;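 note: 0% = p47phox with labelled peptide and 100% = labelled peptide alone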
RBBP9 inhibitor: blocks human serine hydrolase RBBP9; inhibition, % at 7.94 µM; 0.2% of 220,000 active; O75884; recombinant RBBP9, FP-Rh probe fluorescence polarization;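 active = inhibition above the campaign mean of all tested compounds plus 3 SD, cut at about 14% in these data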;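 note: plate controls were DMSO wells with RBBP9 for no effect and wells lacking RBBP9 protein for full effect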
Target sequence (O75884 whole entry, looked up): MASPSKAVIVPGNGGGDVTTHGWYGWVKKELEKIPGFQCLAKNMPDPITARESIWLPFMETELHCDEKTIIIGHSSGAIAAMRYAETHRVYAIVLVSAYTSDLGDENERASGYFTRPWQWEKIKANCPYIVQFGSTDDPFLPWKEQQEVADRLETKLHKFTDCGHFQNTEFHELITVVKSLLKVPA
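Test system: recombinant human RBBP9; Timing: 30 min then 45 min, 25 °C; Detection: fluorescence polarization; Control set: RBBP9 with DMSO as uninhibited control, no-protein wells as full inhibition; Compound dosing: one concentration, 7.94 µM nominal, 0.794% DMSO; Probe or stimulus: FP-Rh activity-based probe, 375 nM before mixing.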
Runt-SMMHC FRET: Runt domain-CBFb-SMMHC interaction inhibition | Q01196+Q13951 | Cerulean-Runt/Venus-CBFb-SMMHC FRET ratio 530/480, 1 h | inhibition, % at 20 µM | 0.74% of 220,000 active | AID 1434;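 active = mean inhibition across duplicate retests at 20 µM reaching about 50%, limit read from the data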;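 note: 0% = DMSO wells and 100% = wells with excess untagged CBFb-SMMHC; inhibitors lower the FRET ratio by blocking Runt binding to CBFb-SMMHC; some results filed as inactive read as strong as hits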
p97 ATPase inh: inhibitors of human p97 ATPase; P55072; recombinant p97 ATPase, Kinase-Glo ATP luminescence, 3 h; inhibition, % at 8 µM; 0.42% of 220,000 active; in the data active = inhibition above about 15%;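 note: 0% = DMSO vehicle and 100% = wells lacking enzyme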
Target sequence (P55072 whole entry, looked up): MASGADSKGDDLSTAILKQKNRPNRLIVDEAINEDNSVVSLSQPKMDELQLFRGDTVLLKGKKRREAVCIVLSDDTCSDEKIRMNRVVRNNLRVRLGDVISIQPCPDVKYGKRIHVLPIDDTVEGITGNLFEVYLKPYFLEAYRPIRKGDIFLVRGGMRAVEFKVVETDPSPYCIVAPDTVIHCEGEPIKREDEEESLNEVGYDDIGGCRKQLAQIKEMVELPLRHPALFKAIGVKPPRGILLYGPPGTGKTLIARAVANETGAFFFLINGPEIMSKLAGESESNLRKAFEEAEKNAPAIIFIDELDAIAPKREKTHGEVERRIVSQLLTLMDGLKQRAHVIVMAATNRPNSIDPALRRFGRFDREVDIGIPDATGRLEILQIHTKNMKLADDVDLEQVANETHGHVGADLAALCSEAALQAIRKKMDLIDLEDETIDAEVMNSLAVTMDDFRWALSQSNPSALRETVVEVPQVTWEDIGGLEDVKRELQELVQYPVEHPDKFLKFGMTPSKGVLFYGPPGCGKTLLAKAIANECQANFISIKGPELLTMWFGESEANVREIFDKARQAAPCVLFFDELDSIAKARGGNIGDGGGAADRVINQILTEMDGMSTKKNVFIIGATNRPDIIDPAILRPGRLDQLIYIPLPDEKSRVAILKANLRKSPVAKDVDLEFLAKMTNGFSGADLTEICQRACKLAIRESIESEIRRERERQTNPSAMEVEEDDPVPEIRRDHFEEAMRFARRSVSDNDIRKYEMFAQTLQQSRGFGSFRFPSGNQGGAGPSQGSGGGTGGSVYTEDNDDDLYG
TbHK1 inh: blocks Trypanosoma brucei hexokinase 1 activity | 0.11% of 220,000 active | inhibition, % at 10 µM | recombinant TbHK1, G6PDH-coupled NADH A340;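 active = inhibition of 50% or more in the single-dose primary screen; inactive = inhibition below 50%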
m-calpain inh: calpain II (pig) inhibition. 0.37% of 220,000 active. purified calpain II, fluorogenic peptide substrate, 30 min. inhibition, % at 16 µM;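 active = inhibition above about 50%, limit read from the data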
Furin inh: blocks human furin protease activity | P09958 | purified furin, fluorogenic substrate cleavage | inhibition, % at 30 µM | 0.061% of 220,000 active; in the data active = inhibition above about 25%; note: inactives centre near -15
Runt-CBFb FRET: inhibitors of human RUNX1 Runt domain binding to CBFb | Q01196+Q13951 | Cerulean-Runt/Venus-CBFb FRET ratio 530/480, 1 h | inhibition, % at 20 µM | 0.46% of 220,000 active;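 active = inhibition over about 50% at 20 µM in the single-dose screen, limit read from the data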;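 note: 0% = DMSO wells and 100% = excess unlabeled CBFb competitor control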
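Schedule: protein complex preformed 1 h, compound exposure 1 h, room temperature, dark; test system: Cerulean-labeled Runt domain protein; amount: 100 nM per protein; buffer or medium: Tris 50 mM pH 7.5, KCl, K2SO4, 0.01% BSA; read-out: loss of energy transfer signal; detection: FRET fluorescence; controls: 5 µM unlabeled CBFb as full-inhibition high control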
An asterisk follows results filed as active; [ ] = another dose, or the depositor's remark.

Results for Cc1ccc(C2OC34CCCCCC3C(C#N)(C(=N)O4)C2(C#N)C#N)cc1 (centres undefined) ?
EBV gp42 block: 11; NCF1 inh: -8; RBBP9 inhibitor: 0; Runt-SMMHC FRET: 99*; p97 ATPase inh: 5; TbHK1 inh: -3; m-calpain inh: -409; Furin inh: -39; Runt-CBFb FRET: 52*

What do the screens show for `CCOc1nc(NCCc2ccc(OC)c(OC)c2)nc(N2CCN(c3ccc(OC)cc3)CC2)n1`?
EBV gp42 block: -11; NCF1 inh: -2; RBBP9 inhibitor: -4; Runt-SMMHC FRET: -4; p97 ATPase inh: 0; TbHK1 inh: -17; m-calpain inh: -50; Furin inh: -12[20 µM]; Runt-CBFb FRET: 0

How did CC1Cc2ccccc2N1S(=O)(=O)c1cccc(C(=O)NCCCO)c1 (centres undefined) do in these assays?
EBV gp42 block: -12; NCF1 inh: -8; RBBP9 inhibitor: -12; Runt-SMMHC FRET: 1; p97 ATPase inh: -1; TbHK1 inh: -4; m-calpain inh: -12; Furin inh: -15; Runt-CBFb FRET: -1

How did CCOC(=O)C1C2C=CC3(CN(c4ccccc4CC)C(=O)C13)O2 (centres undefined) do in these assays?
RBBP9 inhibitor: -7; p97 ATPase inh: 1; TbHK1 inh: -4; Furin inh: -23[20 µM]

Results for CCC1CCCCN1CCNS(=O)(=O)c1ccc2c(c1)oc(=O)n2C (centres undefined) ?
EBV gp42 block: -17; NCF1 inh: -9; RBBP9 inhibitor: -6; Runt-SMMHC FRET: 36; p97 ATPase inh: 2; TbHK1 inh: -6; m-calpain inh: 21; Furin inh: -20; Runt-CBFb FRET: 0

How did Cc1ccc(SCc2[nH]nc3c2C2(C(=O)Nc4ccc(F)cc42)C(C#N)=C(N)O3)cc1 (centres undefined) do in these assays?
EBV gp42 block: -8; NCF1 inh: -6; RBBP9 inhibitor: -3; Runt-SMMHC FRET: 4; p97 ATPase inh: 6; TbHK1 inh: 5; m-calpain inh: -4; Furin inh: -17[20 µM]; Runt-CBFb FRET: -1

How did COCCCNC(=O)C1CC(=O)N(CCc2ccc(OC)c(OC)c2)C1 (centres undefined) do in these assays?
EBV gp42 block: 11; NCF1 inh: -13; RBBP9 inhibitor: -9; Runt-SMMHC FRET: -2; p97 ATPase inh: -7; TbHK1 inh: -6; m-calpain inh: -41; Furin inh: -15; Runt-CBFb FRET: 0

Results for Fc1cccc(C2NN=C(c3ccccc3)S2)c1 (centres undefined) ?
EBV gp42 block: -1; NCF1 inh: -7; RBBP9 inhibitor: -8; Runt-SMMHC FRET: 2; p97 ATPase inh: -5; TbHK1 inh: 18; m-calpain inh: 16; Furin inh: -10; Runt-CBFb FRET: -3

What do the screens show for `FC(F)(F)c1cccc(N2CCN(C(=S)NCC3CCCO3)CC2)c1` (centres undefined)?
EBV gp42 block: -5; NCF1 inh: -12; RBBP9 inhibitor: -4; Runt-SMMHC FRET: -5; p97 ATPase inh: 0; TbHK1 inh: -2; m-calpain inh: -7; Furin inh: -11; Runt-CBFb FRET: -3

What do the screens show for `Cn1cnnc1SC1CCCCC1NS(=O)(=O)c1ccc(Cl)cc1` (centres undefined)?
EBV gp42 block: -18; NCF1 inh: -18; RBBP9 inhibitor: -8; Runt-SMMHC FRET: 2; p97 ATPase inh: -4; TbHK1 inh: -6; m-calpain inh: -14; Furin inh: -10[20 µM]; Runt-CBFb FRET: -2

How did CC(C)C(=O)NC(c1ccc([N+](=O)[O-])cc1)c1c(O)ccc2ccccc12 (centres undefined) do in these assays?
EBV gp42 block: -17; NCF1 inh: -17; RBBP9 inhibitor: -8; Runt-SMMHC FRET: 5; p97 ATPase inh: 4; TbHK1 inh: 2; m-calpain inh: -6; Furin inh: -28[20 µM]; Runt-CBFb FRET: 6

Results for CCCN1C(=O)/C(=C/c2ccncc2)SC1=S ?
EBV gp42 block: 3; NCF1 inh: 0; RBBP9 inhibitor: -6; Runt-SMMHC FRET: 14; p97 ATPase inh: 0; TbHK1 inh: -4; m-calpain inh: 12; Furin inh: -1; Runt-CBFb FRET: -2

What do the screens show for `Cc1ccc(NC(=O)COC(=O)c2cc(Cl)ccc2[N+](=O)[O-])c(C)c1`?
EBV gp42 block: -5; NCF1 inh: -1; RBBP9 inhibitor: -1; Runt-SMMHC FRET: -5; p97 ATPase inh: 2; TbHK1 inh: -5; m-calpain inh: -7; Furin inh: -21; Runt-CBFb FRET: -2

How did O=C(CNC(=O)c1ccc2c(c1)OCCO2)N/N=C/c1cccc(Br)c1 do in these assays?
EBV gp42 block: -7; NCF1 inh: 2; RBBP9 inhibitor: -1; Runt-SMMHC FRET: 0; p97 ATPase inh: -1; TbHK1 inh: 8; m-calpain inh: 41; Furin inh: -9; Runt-CBFb FRET: -2

Results for O=C(COc1ccccc1)NC1CCS(=O)(=O)C1 (centres undefined) ?
EBV gp42 block: 0; NCF1 inh: 8; RBBP9 inhibitor: -3; Runt-SMMHC FRET: -1; p97 ATPase inh: 4; TbHK1 inh: 3; m-calpain inh: -21; Furin inh: -39; Runt-CBFb FRET: 2

Results for CCN1C(=O)/C(=C/C=C2/CCCN2C)OC1=S ?
EBV gp42 block: -252; NCF1 inh: -17; RBBP9 inhibitor: 4; Runt-SMMHC FRET: 125*; p97 ATPase inh: 4; TbHK1 inh: 2; m-calpain inh: -35; Furin inh: -2; Runt-CBFb FRET: 3

Results for Cc1ccc(-c2cc(C(=O)N3CCCC3)no2)cc1 ?
EBV gp42 block: -18; NCF1 inh: -27; RBBP9 inhibitor: -4; Runt-SMMHC FRET: -5; p97 ATPase inh: -3; TbHK1 inh: -1; m-calpain inh: 2; Furin inh: -10[20 µM]; Runt-CBFb FRET: 2

How did O=C(CSc1nnnn1C1CCCCC1)Nc1ccc2c(c1)OCO2 do in these assays?
EBV gp42 block: -10; NCF1 inh: -10; RBBP9 inhibitor: -9; Runt-SMMHC FRET: 2; p97 ATPase inh: -5; TbHK1 inh: -1; m-calpain inh: -5; Furin inh: -16; Runt-CBFb FRET: 1

What do the screens show for `CCCc1[nH]nc2c1C(C1CCCCC1)C(C#N)=C(N)O2` (centres undefined)?
EBV gp42 block: 8; NCF1 inh: -4; RBBP9 inhibitor: -8; Runt-SMMHC FRET: 3; p97 ATPase inh: -5; TbHK1 inh: 7; m-calpain inh: -4; Furin inh: -29; Runt-CBFb FRET: -2

How did CC1(C)c2cc(Cl)ccc2-n2c1cc(O)c(-c1ccccc1)c2=O do in these assays?
EBV gp42 block: -3; NCF1 inh: -19; RBBP9 inhibitor: -7; Runt-SMMHC FRET: 2; p97 ATPase inh: 3; TbHK1 inh: -4; m-calpain inh: -27; Furin inh: -23; Runt-CBFb FRET: 1

How did NC(=O)c1cc(Cc2ccccc2)sc1NC(=O)c1ccco1 do in these assays?
EBV gp42 block: -9; NCF1 inh: -9; RBBP9 inhibitor: -9; Runt-SMMHC FRET: 8; p97 ATPase inh: 3; TbHK1 inh: -15; m-calpain inh: -20; Furin inh: -13; Runt-CBFb FRET: 14

What do the screens show for `CCOC(=O)c1nn(-c2cccc(C)c2)c2nnc(Cc3ccc(C)cc3)c(=O)n12`?
EBV gp42 block: -3; NCF1 inh: -13; RBBP9 inhibitor: -6; Runt-SMMHC FRET: -4; p97 ATPase inh: 1; TbHK1 inh: 3; m-calpain inh: 15; Furin inh: -13; Runt-CBFb FRET: -3

Results for CCOC(=O)c1sc(NC(=O)CCCn2nc([N+](=O)[O-])c(Cl)c2C)c(C(=O)OCC)c1C ?
EBV gp42 block: 13; NCF1 inh: -13; RBBP9 inhibitor: -11; Runt-SMMHC FRET: 1; p97 ATPase inh: -3; TbHK1 inh: -6; m-calpain inh: 25; Furin inh: -12; Runt-CBFb FRET: -1

What do the screens show for `CCOC(=O)c1sc(=S)n(-c2ccc(OC)cc2)c1N`?
EBV gp42 block: -8; NCF1 inh: 2; RBBP9 inhibitor: -10; Runt-SMMHC FRET: -2; p97 ATPase inh: 1; TbHK1 inh: -39; m-calpain inh: -5; Furin inh: -15; Runt-CBFb FRET: 0

Part of the list above in order of formula weight, rising:
Results for CCN1C(=O)/C(=C/C=C2/CCCN2C)OC1=S ?
EBV gp42 block: -252; NCF1 inh: -17; RBBP9 inhibitor: 4; Runt-SMMHC FRET: 125*; p97 ATPase inh: 4; TbHK1 inh: 2; m-calpain inh: -35; Furin inh: -2; Runt-CBFb FRET: 3

Results for Cc1ccc(-c2cc(C(=O)N3CCCC3)no2)cc1 ?
EBV gp42 block: -18; NCF1 inh: -27; RBBP9 inhibitor: -4; Runt-SMMHC FRET: -5; p97 ATPase inh: -3; TbHK1 inh: -1; m-calpain inh: 2; Furin inh: -10[20 µM]; Runt-CBFb FRET: 2

What do the screens show for `CCOC(=O)c1sc(=S)n(-c2ccc(OC)cc2)c1N`?
EBV gp42 block: -8; NCF1 inh: 2; RBBP9 inhibitor: -10; Runt-SMMHC FRET: -2; p97 ATPase inh: 1; TbHK1 inh: -39; m-calpain inh: -5; Furin inh: -15; Runt-CBFb FRET: 0

Other records.
How did CCC1(C)Cc2nc3[nH]c(=S)n(-c4ccccc4)c(=O)c3cc2CO1 (centres undefined) do in these assays?
EBV gp42 block: -13; NCF1 inh: -2; RBBP9 inhibitor: -3; Runt-SMMHC FRET: 0; p97 ATPase inh: -2; TbHK1 inh: 22; m-calpain inh: 9; Furin inh: -13; Runt-CBFb FRET: -2

Results for O=C(Nc1ccc(Br)cn1)c1ccc([N+](=O)[O-])cc1Cl ?
EBV gp42 block: -4; NCF1 inh: -13; RBBP9 inhibitor: -4; Runt-SMMHC FRET: 0; p97 ATPase inh: 2; TbHK1 inh: -6; m-calpain inh: 14; Furin inh: -39; Runt-CBFb FRET: 0

What do the screens show for `COc1ccccc1-c1nc(C#N)c(N2CCC(C(N)=O)CC2)o1`?
EBV gp42 block: -28; NCF1 inh: -14; RBBP9 inhibitor: -9; Runt-SMMHC FRET: 0; p97 ATPase inh: -3; TbHK1 inh: -36; m-calpain inh: inactive; Furin inh: -61[20 µM]; Runt-CBFb FRET: 3

Results for O=C(c1ccc(Br)cc1)N(Cc1nc2ccccc2c(=O)[nH]1)C1CCCC1 ?
EBV gp42 block: 16; NCF1 inh: -3; RBBP9 inhibitor: -5; Runt-SMMHC FRET: 0; p97 ATPase inh: 1; TbHK1 inh: 4; m-calpain inh: 38; Furin inh: -9; Runt-CBFb FRET: -1

What do the screens show for `COc1ccc(Nc2cc(C(=O)NCCCN3CCN(C)CC3)c3ccccc3n2)cc1OC`?
EBV gp42 block: -7; NCF1 inh: 73*; RBBP9 inhibitor: -1; Runt-SMMHC FRET: -4; p97 ATPase inh: 3; TbHK1 inh: -12; m-calpain inh: -19; Furin inh: 4

What do the screens show for `CN(C)c1ccc(CN(C(=O)c2ccco2)C2CCS(=O)(=O)C2)cc1` (centres undefined)?
EBV gp42 block: -2; NCF1 inh: -12; RBBP9 inhibitor: 0; Runt-SMMHC FRET: 4; p97 ATPase inh: 0; TbHK1 inh: 0; m-calpain inh: -21; Furin inh: -17; Runt-CBFb FRET: 0

How did COC(=O)CSc1nnc(-c2ccco2)n1-c1ccc(C)cc1 do in these assays?
EBV gp42 block: -2; NCF1 inh: -18; RBBP9 inhibitor: -1; Runt-SMMHC FRET: 1; p97 ATPase inh: 2; TbHK1 inh: 4; m-calpain inh: 14; Furin inh: -3; Runt-CBFb FRET: 1

Screening results (PubChem BioAssay)

Random draw from the library; 2.7% or so of the library scored in one or more.
